# Source: PubChem BioAssay (several laboratories)
# Rac1 mut GTP: GTP binding modulators of activated mutant Rac1, primary screen, biochemical, bead-based flow cytometry, multiplex, fluorescent GTP; actives 0.11% (n = 190,000); GST-Rac1 activated beads; actives lie on both sides; 100% means binding = to untreated wells; Ras-related C3 botulinum toxin substrate 1 (Homo sapiens), P63000; percent activity (GTP binding), % at 10 µM;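 active means GTP binding at least 20 percentage points away from the 100% baseline, in either direction, so actives lie on both sides; inconclusive means Compound likely fluorescent itself, or too few beads counted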
# GSH bead fluor: compound fluorescence on glutathione beads, profiling panel, artefact control, biophysical, 488/530 nm, flow cytometry; GSH beads flow cytometry, compound fluorescence 488/530 nm; stronger effect = higher value; fluorescence (KMESF) at 10 µM; actives 0.25% (n = 190,000); AID 1776, 2009; in the data active means fluorescence above about 89;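 further: glutathione beads carrying GST-tagged Bcl family fusion proteins plus one bare bead set; values are compound well signal with DMSO vehicle wells as background; inactives centre near 16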
# Cdc42 wt GTP: modulators of GTP binding to wildtype Cdc42, primary screen, biochemical, multiplex bead flow cytometry, Bodipy-GTP. percent activity (GTP binding), % at 10 µM. Cell division control protein 42 homolog (Homo sapiens), P60953. actives 0.2% (n = 190,000). GST-Cdc42 beads; actives lie on both sides. AID 761, 2007;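 active means percent activity GTP binding at least 20 points away from the 100% baseline, either down as inhibitor or up as activator; inconclusive means compound flagged as likely green fluorescent from well-wide comparison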;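 further: median bead fluorescence of bound Bodipy-FL-GTP at 100 nM; 0% = excess unlabeled GTP control and 100% = no compound control; below 100% means less GTP binding so inhibitor and above means activator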
# Target sequence (P60953 whole entry, looked up): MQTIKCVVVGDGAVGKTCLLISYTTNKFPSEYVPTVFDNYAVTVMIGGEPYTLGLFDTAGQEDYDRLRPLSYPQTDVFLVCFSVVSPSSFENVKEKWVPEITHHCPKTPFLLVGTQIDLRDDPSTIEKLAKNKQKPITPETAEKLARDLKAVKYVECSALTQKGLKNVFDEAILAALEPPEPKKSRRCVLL
# Mcl1-Noxa inh: Mcl-1/Noxa binding inhibitors, primary screen, biochemical, TR-FRET, 1536-well | Induced myeloid leukemia cell differentiation protein Mcl-1 (Homo sapiens), Q07820 | TR-FRET Mcl-1/Noxa peptide binding, 2 h | inhibition, % at 21.7 µM | actives 1.5% (n = 220,000);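 active means compounds that cut the protein-peptide binding signal by more than 50% relative to plate controls in a single-dose test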;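 further: His-tagged Mcl-1 with rhodamine Noxa BH3 peptide and terbium anti-His antibody; 0% = Mcl-1 plus Noxa peptide wells and 100% = peptide-only wells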
# Target sequence (Q07820 whole entry, looked up): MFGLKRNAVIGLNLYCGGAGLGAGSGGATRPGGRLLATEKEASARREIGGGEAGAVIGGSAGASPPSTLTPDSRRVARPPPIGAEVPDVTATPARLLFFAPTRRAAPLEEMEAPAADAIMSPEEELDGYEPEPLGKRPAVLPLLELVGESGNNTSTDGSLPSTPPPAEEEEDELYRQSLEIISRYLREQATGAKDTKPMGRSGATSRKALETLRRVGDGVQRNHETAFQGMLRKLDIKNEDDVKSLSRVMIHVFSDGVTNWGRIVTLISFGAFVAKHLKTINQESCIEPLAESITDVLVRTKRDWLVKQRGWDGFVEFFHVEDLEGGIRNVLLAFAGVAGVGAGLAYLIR
# Rab2 wt GTP: modulators of GTP binding to Rab2A wildtype, primary screen, biochemical, dog, bead-based flow cytometry, multiplex | AID 760, 2007 | actives 0.19% (n = 190,000) | GTP binding activity, % at 10 µM | Ras-related protein Rab-2A (Canis lupus familiaris), P61105 | GST-Rab2 wt beads, Bodipy-GTP binding;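 active means GTP binding activity at least 20 points away from 100%, either lowered or raised; inconclusive means signal likely due to the compound's own green fluorescence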;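 further: 0% = beads with excess unlabeled GTP and 100% = no-compound control corrected for plate trend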
# Rac1 wt modul: wildtype Rac1 GTP binding modulators, primary screen, biochemical, GST-Rac1 beads, flow cytometry, multiplex | Ras-related C3 botulinum toxin substrate 1 (Homo sapiens), P63000 | fluorescent GTP binding; actives lie on both sides; 0 = cold GTP competed, 100 = untreated | GTP binding activity (% of control), % at 10 µM | actives 0.27% (n = 190,000) | AID 757, 2007;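 active means GTP binding activity at least 20 points away from the 100% control level, either lower or higher; inconclusive means compound flagged as likely green fluorescent, judged across all proteins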
# HRas wt GTP: modulators of GTP binding to HRas wildtype, primary screen, biochemical, bead-based flow cytometry, multiplex | GTPase HRas (Homo sapiens), P01112 | GST-Ras wt beads, Bodipy-FL-GTP binding; actives lie on both sides | GTP binding activity, % at 10 µM | actives 0.14% (n = 190,000) | AID 759, 2007;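 active means GTP binding activity at least 20% away from the 100% baseline, either lowered as inhibitor or raised as activator; inconclusive means flagged as likely green fluorescent, judged across all proteins in the well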;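 further: 0% = unlabeled GTP competition control and 100% = no-compound control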
# Target sequence (P01112 whole entry, looked up): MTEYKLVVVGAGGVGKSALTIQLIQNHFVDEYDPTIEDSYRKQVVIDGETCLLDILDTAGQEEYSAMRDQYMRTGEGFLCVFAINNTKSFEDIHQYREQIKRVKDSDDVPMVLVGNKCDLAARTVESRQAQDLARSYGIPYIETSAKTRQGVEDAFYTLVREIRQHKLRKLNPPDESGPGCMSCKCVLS
# Pf gamet viab: late stage P. falciparum gametocyte viability inhibitors, primary screen, ATP luminescence, HTS; AID 743093, 2013; inhibition, % at 10.9 µM; actives 0.065% (n = 150,000); P. falciparum stage V gametocytes, 24 h;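 active means inhibition above the mean plus 3 SD of compounds within the control limits, set per campaign, cut at about 38% in these data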;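 further: 0% = DMSO wells and 100% = medium only without gametocytes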
# Avidin bead fluor: green autofluorescence of compounds with avidin beads – biophysical, 488/530 nm, flow cytometry, artefact control, profiling panel; compound fluorescence 488/530 nm; stronger effect = higher value; fluorescence (KMESF) at 10 µM; actives 0.38% (n = 220,000); AID 1775, 2009; in the data active means fluorescence above about 47; further: inactives centre near 10
# Mcl1 Bid PPI: Mcl-1/Bid binding inhibitors, primary screen, biochemical, TR-FRET, 1536-well. inhibition, % at 21.7 µM. actives 0.97% (n = 220,000). TR-FRET Mcl-1/Bid-Dy647 peptide binding;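 active means compounds that cut the binding signal by more than half at the single screening dose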;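 further: His-tagged Mcl-1 with europium anti-His antibody binding Bid BH3 peptide; 0% = Mcl-1 plus peptide wells and 100% = peptide-only wells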
# Rab7 wt GTP bind: modulators of GTP binding to Rab7, primary screen, biochemical, wildtype, multiplex bead flow cytometry. Rab7 GTPase wild type (dog), Bodipy-FL-GTP binding. GST-Rab7 beads, fluorescent GTP binding; actives lie on both sides; untreated = 100%, excess cold GTP = 0%. GTP binding activity (percent of control), % at 10 µM. actives 0.055% (n = 190,000);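 active means fluorescent GTP binding to Rab7 beads changed by at least 20 points from the 100% baseline, either direction, mostly lower; inconclusive means compound itself probably fluorescent, or too few beads counted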;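 further: median green fluorescence of bound Bodipy-FL-GTP per Rab7 bead population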
# Active calls of the source: *; u = inconclusive; x = no result given.
SMILES,Rac1 mut GTP,GSH bead fluor,Cdc42 wt GTP,Mcl1-Noxa inh,Rab2 wt GTP,Rac1 wt modul,HRas wt GTP,Pf gamet viab,Avidin bead fluor,Mcl1 Bid PPI,Rab7 wt GTP bind
COc1ccc(-c2ccc(NCCC3=CCCCC3)nn2)cc1OC,96,13,98,32,97,97,97,x,16,-22,102
CCOC(=O)/C(C#N)=C\c1cn(C)c2ccccc12,95,13,97,-4,97,98,97,-15,11,-25,97
COc1ccc(/C=N/N=C2/CC(C)(C)Cc3n[nH]c(=O)cc32)cc1,97,11,97,17,98,102,100,18,9,-47,99
CCCN(CCC)c1cc(Cl)nc(N)n1,u,10,u,9,u,u,u,-14,24,5,u
CC(=O)Nc1cccc(/C(C)=N/NS(=O)(=O)c2ccc(C)cc2)c1,96,13,97,0,100,99,100,11,8,-34,104
CNc1nc(Sc2ccccc2)cc(C(F)(F)F)n1,100,21,102,-21,105,100,103,8,16,4,104
CCOc1ccc2nc(SCC(=O)NC(=O)C(C)C)sc2c1,93,13,93,4,95,95,95,8,12,-11,103
CCN(Cc1ccncc1)C(=S)Nc1c(C)cccc1C,100,11,99,-7,98,103,100,-53,3,-27,103
CC(=O)c1sc(NC(=O)c2cc(-c3ccccc3)nn2-c2ccccc2)nc1C,97,4,97,-6,96,98,98,-11,2,15,96
CCOc1ccccc1C(=O)N(Cc1cccs1)C1CCS(=O)(=O)C1 (stereo not given),101,22,108,17,103,102,104,-16,14,-24,97
CN1C=CC=C/C1=C1/N=C(c2ccccc2)OC1=O,98,11,98,14,99,100,100,1,11,-18,104
COc1ccc(S(=O)(=O)Nc2nnc(CC(C)(C)C)s2)cc1,92,22,92,-2,93,94,91,x,10,-6,93
CCc1ccc(NC(=O)CSC2=C(C#N)C(c3ccco3)C3=C(CCCC3=O)N2)cc1 (stereo not given),98,22,98,11,99,95,100,2,13,-12,94
NS(=O)(=O)c1ccc(N/C=C/C(=O)c2ccc(Br)cc2)cc1,101,9,103,-20,102,103,101,17,4,-25,103
Cn1cc(C(=O)CCl)c2ccccc21,94,8,98,-2,99,99,99,2,10,-7,104
N#CC1=C2SCC(O)(c3ccccc3)N2C(=O)CC1c1ccccc1F (stereo not given),96,31,99,9,96,99,99,7,10,16,97
Cc1ccc(NC(=O)Nc2cccc(Cl)c2)c(C(=O)O)c1,u,12,u,17,u,u,u,2,12,-19,u
CC1(C)NC(=O)N(CC(O)CN2CCCC2)C1=O (stereo not given),99,24,102,11,103,108,103,6,28,-43,102
O=C(CN1C(=O)CSc2ccccc21)NC1CCCC1,101,30,100,8,101,107,102,x,13,-22,105
Cc1oc(=O)c(NC(=O)c2ccccc2)cc1C(N)=O,95,26,93,6,94,95,94,x,9,-33,94
COc1ccccc1N1CCN(C(=O)C2CCN(S(=O)(=O)c3ccc(F)cc3)CC2)CC1,99,13,104,10,102,106,103,-21,23,-8,101
CC(C)(C)n1nc2c(c1NC(=O)c1ccccc1F)CS(=O)C2 (stereo not given),101,14,106,-1,101,107,102,x,32,-3,103
COc1ccc(NC2CS(=O)(=O)CC2NCc2ccccc2)cc1 (stereo not given),98,70,99,-1,98,101,98,-5,6,-28,93
Cn1c(Cc2cccs2)nnc1SCC(=O)N1CCCc2ccccc21,94,7,95,-16,95,95,96,x,7,-42,94
CCC(C)(C)n1nnnc1C(c1cc2ccc(OC)cc2[nH]c1=O)N1CCc2ccccc21 (stereo not given),97,66,101,-9,99,99,101,-8,8,-39,99
Cc1nn(Cc2ccccc2)c(C)c1NC(=O)CCCn1nc([N+](=O)[O-])c(Cl)c1C,99,23,99,23,96,103,99,x,12,-14,97
Nc1ccc2nn(-c3cccc4ccccc34)nc2c1,99,15,104,5,100,104,102,-4,32,-73,102
CC1(C)CC(=O)C(/C=N/n2c(C(F)(F)F)nc3ccccc3c2=O)=C(O)C1,97,11,100,21,99,98,99,9,4,22,99
CCn1c(SCC(=O)N(C)C2CCS(=O)(=O)C2)nnc1-c1ccccc1 (stereo not given),97,12,102,10,100,99,98,-25,9,-22,104
COc1ccc(COC(=O)N/N=C(\C)CC(=O)Nc2ccc(Cl)cc2)cc1,100,5,98,10,102,102,100,-6,12,-30,101
CCOC(=O)CSc1nc(C)c(C(C)=O)cc1C#N,u,23,u,27,u,u,u,9,12,-22,u
Cc1ccc(Cc2cnc(N3C(=N)SC(c4ccccc4)C3=O)s2)cc1 (stereo not given),96,11,99,-60,99,103,99,x,24,-54,101
Cc1cccc(Cn2c(N(C)Cc3ccccc3)nc3c2c(=O)[nH]c(=O)n3C)c1,99,24,102,-4,101,103,102,x,6,-13,101
Cc1cc(NC(=S)N(Cc2cccc(Br)c2)CC2CCC(C(=O)O)CC2)ccc1Cl (stereo not given),90,21,91,24,90,94,91,10,8,-36,96
O=C1c2ccccc2N2C(=O)c3ccccc3C2N1O (stereo not given),100,4,101,19,99,104,98,x,7,-23,98
Nc1ccc(Nc2nc(-c3cc4ccccc4oc3=O)cs2)cc1,96,6,98,59*,96,101,96,9,6,-31,97
CC(NC(=O)CSc1nc2c(cc1C#N)CN(C)CC2)c1ccccc1 (stereo not given),99,16,101,-4,101,103,100,x,32,-35,101
Brc1cc2c(cc1/C=N/Nc1nc(N3CCCCC3)nc(N3CCCCC3)n1)OCO2,98,12,101,8,98,103,99,x,6,5,95
O=C(NN=C1CCC(=NNC(=O)c2ccccn2)CC1)c1ccccn1,98,20,98,2,95,97,92,x,12,-48,93
Cc1ccc(S(=O)(=O)N2CCC(=O)N(C(COCc3ccc(C(F)(F)F)cc3)C(C)C)CC2)cc1 (stereo not given),99,16,100,14,99,103,98,x,10,-1,93
N/C(=N\OC(=O)Cc1ccccc1)c1ccncc1,98,12,98,-3,97,96,98,-8,10,-15,98
COc1ccc(-n2c3c(cc(C#N)c2=O)C(=O)CCC3)cc1,96,13,95,29,98,97,97,-35,6,-11,101
COC(=O)c1cc(C#N)c(Oc2cccc(C)c2C)nc1C,94,27,94,15,95,96,93,-26,7,-12,94
O=C(Cc1c(Cl)cccc1Cl)Nc1cccnc1,97,21,96,18,96,97,93,17,13,-13,95
CCN(CC(=O)NCc1cccs1)C(=O)c1ccc(S(=O)(=O)N(C)C)cc1,96,12,99,15,98,100,98,21,11,-14,104
Cc1cccc2cc(CN(CC3CCCO3)C(=S)Nc3ccccc3)c(=O)[nH]c12 (stereo not given),105,16,101,11,102,106,102,x,13,-27,102
NS(=O)(=O)c1ccc(CCNC(=O)CSc2ccsc2[N+](=O)[O-])cc1,98,23,93,53*,96,97,94,-20,34,-35,98
Cc1ccc(C(=O)c2cnc3ccccc3c2-c2ccccc2)cc1,101,17,105,0,107,104,106,x,13,-8,101
Cc1ccccc1N(CC(=O)O)S(C)(=O)=O,100,24,104,17,99,105,101,x,6,17,98
CC(C)CN(C(=O)CN1CCCCCC1)c1c(N)n(CC(C)C)c(=O)[nH]c1=O,96,10,99,-7,101,100,98,-5,10,-11,110
COc1cc(CN2CCNC(=O)C2CC(=O)N2CCCO2)cc(OC)c1 (stereo not given),95,12,103,10,100,99,98,10,14,-14,98
CCO[C@H]1OC(C(=O)N2CCOCC2)=C[C@@H](c2coc3ccccc3c2=O)[C@@H]1CCCO,95,18,96,7,94,98,97,x,7,1,95
CCCCOCCCNC(=O)CCCOc1ccccc1,103,32,102,14,99,103,101,14,11,-29,100
C=CCSc1nnc(-c2nnc(SCC=C)n2-c2ccccc2)n1-c1ccccc1,98,25,98,6,98,99,98,x,12,-16,100
COc1cc(OC)c(OC)cc1CN1CCN(c2ccccc2OC)CC1,100,44,102,11,102,103,102,x,3,18,102
COc1ccc(S(=O)(=O)NC(CC(=O)O)c2ccco2)cc1 (stereo not given),99,26,97,11,98,101,99,19,5,-1,97
COc1cc(/C=N/NC(=Nc2ccc(C)cc2)c2nc3ccccc3s2)ccc1O,97,31,101,10,98,99,100,9,8,-3,98
c1ccc2c(c1)[nH]c1c(N3CCC4(CC3)OCCO4)ncnc12,95,55,95,22,96,95,97,x,9,-13,95
Cc1c(Br)c([N+](=O)[O-])nn1C(C)C(=O)N1CCCc2ccccc21 (stereo not given),101,19,105,7,104,103,106,x,15,-44,97
CCOC(=O)N1CCN(C(=O)CSCc2nc(-c3ccccc3F)oc2C)CC1,100,14,102,-1,103,101,103,-6,40,-20,103
# Next results.
SMILES,Rac1 mut GTP,GSH bead fluor,Cdc42 wt GTP,Mcl1-Noxa inh,Rab2 wt GTP,Rac1 wt modul,HRas wt GTP,Pf gamet viab,Avidin bead fluor,Mcl1 Bid PPI,Rab7 wt GTP bind
O=S(=O)(Nc1ccccc1O)c1cccc2cccnc12,96,17,99,6,99,98,99,x,10,-65,105
COc1ccc(CC(=O)N2CCN(c3ccc(C4=NNC(=O)CC4C)cc3)CC2)cc1 (stereo not given),98,11,100,15,97,97,100,x,12,-24,96
O=C(Cc1n[nH]c(=O)c2ccccc12)Nc1ccc(-c2nnc3n2CCCCC3)cc1,101,33,106,8,101,107,101,x,14,-14,102
O=C(N/N=C/c1ccc([N+](=O)[O-])o1)c1ccc(O)cc1,97,15,98,30,96,96,93,x,7,-10,97
CSc1ccccc1NC(=O)CN(C)CC(=O)Nc1ccccc1C(F)(F)F,93,12,95,1,95,94,95,1,12,-1,93
Cc1c(Nc2cc(N3CCCC(C)C3)c3nonc3c2[N+](=O)[O-])c(=O)n(-c2ccccc2)n1C (stereo not given),99,14,103,7,101,101,101,x,35,-21,101
